# OX1R antag: antagonists of human orexin 1 receptor; O43613; CHO/OX1R cells, Fluo-8 calcium fluorescence, orexin A; inhibition, % at 5 µM; 330,000 tested, 0.43% active;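 active means inhibition above its plate's threshold, mean inhibition of all tested compounds on the plate plus 3 SD, cut at about 37% in these data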;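 further: 0% = orexin A challenge wells and 100% = SB-334867-A antagonist wells; not every result past the cut was called active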
# Target sequence (O43613 whole entry, looked up): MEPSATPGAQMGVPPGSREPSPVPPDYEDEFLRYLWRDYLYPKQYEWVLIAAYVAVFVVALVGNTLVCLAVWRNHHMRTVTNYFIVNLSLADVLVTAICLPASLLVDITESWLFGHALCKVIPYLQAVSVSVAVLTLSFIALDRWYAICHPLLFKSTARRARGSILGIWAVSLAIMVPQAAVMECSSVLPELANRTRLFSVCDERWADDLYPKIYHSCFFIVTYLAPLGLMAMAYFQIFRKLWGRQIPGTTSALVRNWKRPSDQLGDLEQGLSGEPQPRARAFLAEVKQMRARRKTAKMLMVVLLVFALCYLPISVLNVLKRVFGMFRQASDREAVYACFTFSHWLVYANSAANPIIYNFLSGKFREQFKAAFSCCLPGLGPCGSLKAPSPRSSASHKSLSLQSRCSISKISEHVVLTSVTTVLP
# CHT allo act: allosterically activates the human high affinity choline transporter; Q9GZV3; CHT-expressing cells, membrane potential dye, choline EC20; hits give high values; LV-AA mutant CHT in HEK293 cells; B-score at 10 µM; 310,000 tested, 0.49% active;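 active means initial fluorescence not abnormally high and integrated response B-score, plate-corrected, over 3 SD above library mean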
# Target sequence (Q9GZV3 whole entry, looked up): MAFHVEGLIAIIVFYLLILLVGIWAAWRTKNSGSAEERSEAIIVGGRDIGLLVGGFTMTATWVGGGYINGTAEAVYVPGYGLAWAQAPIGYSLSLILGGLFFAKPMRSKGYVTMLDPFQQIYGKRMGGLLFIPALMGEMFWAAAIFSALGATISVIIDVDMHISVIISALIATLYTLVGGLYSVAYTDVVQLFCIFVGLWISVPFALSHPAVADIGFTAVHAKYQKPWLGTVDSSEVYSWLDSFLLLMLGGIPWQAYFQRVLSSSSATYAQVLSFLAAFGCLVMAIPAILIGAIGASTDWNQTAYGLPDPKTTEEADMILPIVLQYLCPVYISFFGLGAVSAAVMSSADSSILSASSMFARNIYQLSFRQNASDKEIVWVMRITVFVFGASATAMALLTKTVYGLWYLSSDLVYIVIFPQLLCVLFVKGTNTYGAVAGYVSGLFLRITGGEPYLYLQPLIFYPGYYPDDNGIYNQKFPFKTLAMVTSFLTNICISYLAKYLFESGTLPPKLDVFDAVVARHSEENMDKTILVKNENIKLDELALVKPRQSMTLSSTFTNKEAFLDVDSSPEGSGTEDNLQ
# * = called active by the depositor; i = inactive; . = not tested or not shown. The order is random; about 0.83% have a hit in one of these screens.
SMILES,OX1R antag,CHT allo act
CCN(CC)CCNC(=O)c1cc2cc(Br)ccc2s1,-24.9,i
c1coc(Cn2nnnc2CN2CCN(C3CCCC3)CC2)c1,-5.6,i
Cc1c(C(=O)O)oc2ccc(S(=O)(=O)NCc3ccccc3)cc12,1.7,i
O=C(Nc1cc(Cl)ccc1Oc1ccccc1)C1=COCCO1,-11.6,i
CON(C)S(=O)(=O)NC(=O)C1=C(N2CCCC2)COC1=O,-17.3,.
O=C(O)C1CCCN1C(=O)NC1CCCCC1 (stereo not given),0.8,i
COc1cccc(NC(=O)/C=C/c2ccc([N+](=O)[O-])cc2)c1,6.4,i
COc1ccccc1CN(C(=O)CCl)C(C(=O)NC1CCCCC1)c1ccncc1 (stereo not given),-2.7,i
O=C(O)c1nc2ccccc2nc1C(=O)O,-3.9,i
COc1ccc(-c2cc(C(=O)Nc3ccc(S(=O)(=O)Nc4onc(C)c4C)cc3)c3ccccc3n2)cc1,-17.5,i
CCc1nc2ccccc2n1Cc1cc(=O)n2cc(C)ccc2n1,-23.2,i
O=C(CSc1nncc2ccccc12)Nc1ccccc1,-12.4,i
CCN(c1ccccc1)S(=O)(=O)c1ccc(C(=O)Nc2nnc(-c3ccco3)o2)cc1,-28.6,i
CCOC(=O)N1CCN(S(=O)(=O)c2ccc(C(=O)Nc3nnc(CC)o3)cc2)CC1,-13.2,i
O=C(Nc1ccc([N+](=O)[O-])c(NC(=O)C2CCCO2)c1)C1CCCO1 (stereo not given),-6.1,i
FC(F)Oc1ccc(C2=Nn3c(nnc3-c3ccccc3Cl)SC2)cc1OCC1CC1,-10.0,.
O=C(c1ccc2ccccc2n1)N1CCN(S(=O)(=O)c2ccccc2)CC1,-15.1,.
CCC1=NN2C(=N)/C(=C\c3cccn3-c3ccc(C)cc3C)C(=O)N=C2S1,-10.7,i
O=C(Nc1ccc(F)c(F)c1)c1ccco1,-2.8,i
Cc1[nH]c2c(C)cccc2c1CCNS(=O)(=O)c1cccc([N+](=O)[O-])c1,-9.7,i
NC(=O)c1nn(-c2ccccc2)nc1N,7.7,i
CC(C)COC(=O)Cc1c(O)c2ccccc2[nH]c1=O,2.9,i
COC(=O)c1ccc(C(=O)OC)c(NC(=O)Oc2ccccc2)c1,-15.3,i
CSc1nnc(NC(=O)CCc2ccccc2)s1,-17.2,i
COc1cc(/C=C(/C(=O)O)c2ccc(-c3ccccc3)cc2)cc(OC)c1OC,-10.0,i

# The last 7 compounds of the part above lead into the next.
SMILES,OX1R antag,CHT allo act
O=C(Nc1ccc(F)c(F)c1)c1ccco1,-2.8,i
Cc1[nH]c2c(C)cccc2c1CCNS(=O)(=O)c1cccc([N+](=O)[O-])c1,-9.7,i
NC(=O)c1nn(-c2ccccc2)nc1N,7.7,i
CC(C)COC(=O)Cc1c(O)c2ccccc2[nH]c1=O,2.9,i
COC(=O)c1ccc(C(=O)OC)c(NC(=O)Oc2ccccc2)c1,-15.3,i
CSc1nnc(NC(=O)CCc2ccccc2)s1,-17.2,i
COc1cc(/C=C(/C(=O)O)c2ccc(-c3ccccc3)cc2)cc(OC)c1OC,-10.0,i
CCOc1cc(/C=C2/SC(=S)N(CC(=O)O)C2=O)ccc1OC(=O)c1cccs1,4.3,i
O=S(=O)(Cc1ccc(Cl)cc1)c1ncc(CO)n1Cc1ccccc1,-9.7,i
CCC(SC1=Nc2ccccc2C2=NC(CC(C)C)C(=O)N12)C(=O)Nc1ccc2c(c1)OCO2 (stereo not given),9.8,i
Cc1ccc2nc(-c3ccccc3)cc(C(=O)N3CCN(c4ccccc4O)CC3)c2c1,-14.5,i
CC(C)[C@H](NC(=O)C1CCN(S(=O)(=O)c2ccc(F)cc2)CC1)C(=O)NCc1ccncc1,-24.9,i
COc1ccc(-n2c(SCC(=O)NCCC(C)C)nc3ccsc3c2=O)cc1,-29.1,i
Cc1ccc(NC(=S)NC2CCCC2)cc1,-11.5,i
Cc1ccc(OCc2nc(-c3ccccn3)n[nH]2)cc1,-16.6,i
COc1ccc(Cl)cc1C(=O)OCC(=O)NCCNC(=O)COC(=O)c1cc(Cl)ccc1OC,27.6,i
CCc1ccc2[nH]c(C(=O)Nc3ccc4c(c3)OCO4)cc2c1,-10.4,i
COC(=O)c1ccc(COC(=O)CNC(=O)C2CCCCC2)cc1,-7.9,.
CC(c1ccon1)N(C)C(=O)c1ccc(OC2CCN(C(=O)C3CC3)CC2)cc1 (stereo not given),-3.4,i
CC1CCCN(CCCNC(=O)CN2C(=O)COc3ccc(S(=O)(=O)N4CCOCC4)cc32)C1 (stereo not given),3.5,i
COc1ccc2c(c1)CCC/C2=N\Nc1nc(C(=O)NN)cs1,-0.6,i
CC(=O)c1c(C)[nH]c(C(=O)OCC(=O)Nc2ncc(Cl)c(C)c2Cl)c1C,-9.0,i
CCN(C(=O)c1ccnn1C)c1ccccc1,-3.8,i
Cc1ccc2oc(=O)cc(CN3CCN(C/C=C/c4ccccc4)CC3)c2c1,-37.8,i
CCCC(=O)Nc1ccc(NC(=O)c2ccco2)cn1,-15.8,i
O=C(NCCc1ccccc1)N1c2ccccc2Sc2ccccc21,17.2,i
Cn1cc([C@@H]2C[C@H]3CN(C4CCCC4)C(=O)[C@]34CCCN24)c(-c2ccccc2)n1,-34.7,i
Cc1cccc(NC(=O)CSCC(=O)N2CCN(C(=O)c3ccco3)CC2)c1,-8.2,.
CCOC(=O)C1CCN(C(=O)CCCn2nc(C)c3c(C)n(-c4ccc(C)cc4)nc3c2=O)CC1,-22.8,i
O=C(CN1C(=O)c2cccc3cccc1c23)N1CCc2ccccc2C1,-3.5,i
O=C(NCc1ccccc1)C1CCC(=O)N(CCN2CCOCC2)C1 (stereo not given),-5.5,i
Cc1ccc(CNC(=O)c2ccc(N3CCC4(CC3)CC(c3ccccc3)=NO4)c(NC(=O)c3c(Cl)cccc3Cl)c2)cc1,-18.6,i
SMILES,OX1R antag,CHT allo act
COc1ccc2nc(NC(=O)CCNC(=O)c3ccco3)sc2c1,-9.7,.
COC(=O)C1=C[C@@H](C(=O)OC)C2C3=C(C(=O)C24CCCCC4)[C@H](C)n2c(=O)n(-c4ccccc4)c(=O)n2[C@@H]3C1 (stereo not given in full),-23.5,i
COC(=O)c1sc(NC(=O)CSc2nc3cccnc3n2C2CCCCC2)nc1C,-24.4,i
Cc1ccc(C)c(C(=O)COC(=O)Cn2c(C)csc2=O)c1,-22.4,i
O=C(O)c1ccc(/C=N/N2CCN(Cc3ccc(Cl)cc3)CC2)cc1,-0.8,i
CCOC(=O)c1ccc(N2C(=O)c3n[nH]c(C)c3C2c2ccccc2)cc1 (stereo not given),-32.4,i
O=C(NC(=S)NNC(=O)c1ccccc1O)c1cccnc1,-0.9,i
COc1ccc(Br)cc1/C=N/NC(=O)CNC(=O)/C=C/c1ccccc1,-29.4,i
O=C(COC(=O)c1cccnc1Cl)Nc1nc(-c2ccccc2)cs1,-6.0,i
COc1ccc(NC(=O)c2ccco2)cc1NC(=O)c1ccco1,-28.1,i
CCCCN(CCCC)CCn1cnc2c([nH]c3ccc(OC)cc32)c1=O,-20.9,i
Cc1ccc(NC(=O)C2CC(=O)n3ncnc3N2)cc1C (stereo not given),-4.7,i
CCOc1ccc(Nc2nc(Cc3nnc(SCC(N)=O)o3)cs2)cc1,1.9,i
COc1ccc(CN(C)CC(=O)Nc2ccccc2-c2ccccc2)c(OC)c1,-3.5,i
COc1ccc(NC(=O)C2CCC(CNc3c(N4CCC(C)CC4)c(=O)c3=O)CC2)cc1OC (stereo not given),-2.4,i
COc1cccc(-c2cnc(OC(C)(C)C)nc2OC(C)(C)C)c1,-7.1,i
CSCCC(NC(=O)/C(=C\c1ccc(Cl)cc1)NC(=O)c1ccccc1)C(=O)O (stereo not given),-14.1,i
O=C(NC1CCCCC1)C(c1ccc(F)cc1)N(Cc1ccco1)C(=O)c1csnn1 (stereo not given),-25.2,i
COc1cc(CC(C#N)(CO)c2nc3ccccc3[nH]2)ccc1OC(F)F (stereo not given),-17.0,i
Cc1sc(NC(=O)CN(CCc2ccccc2)C(=O)C2CC2)c(C(N)=O)c1C,-35.1,i
COCCN(CCOC)C(=O)c1ccc(NS(=O)(=O)c2ccc3c(c2)OCCO3)cc1,-23.6,i
CC1(c2nnc(-c3ccncc3)o2)CC(c2ccc(F)cc2)=NO1 (stereo not given),-17.2,i
CCOC(=O)C1CCN(S(=O)(=O)c2ccc3c(c2)NC(=O)CS3)CC1,-7.5,i
CN(C)c1nc2n(c(=O)n1)C(C#N)CS2 (stereo not given),-14.9,i
CCOC(=O)N1CCN(C(=O)c2ccc(CS(=O)c3ccccc3)o2)CC1 (stereo not given),-16.4,i

# Complete entries from above. Order of values: OX1R antag | CHT allo act
# O=C(NC(=S)NNC(=O)c1ccccc1O)c1cccnc1 across the screens: -0.9 | i
# COc1cccc(-c2cnc(OC(C)(C)C)nc2OC(C)(C)C)c1 across the screens: -7.1 | i
# CCCCN(CCCC)CCn1cnc2c([nH]c3ccc(OC)cc32)c1=O across the screens: -20.9 | i
# COCCN(CCOC)C(=O)c1ccc(NS(=O)(=O)c2ccc3c(c2)OCCO3)cc1 across the screens: -23.6 | i
# Cc1ccc(NC(=O)C2CC(=O)n3ncnc3N2)cc1C (stereo not given) across the screens: -4.7 | i

# Following part:
SMILES,OX1R antag,CHT allo act
O=C(CSc1nnc(-c2ccccc2F)n1C1CC1)Nc1cccnc1Cl,-3.7,i
CC(=O)N1CCCc2cc(S(=O)(=O)N(CC(C)C)CC(C)C)ccc21,-39.4,i
Cc1cc(Nc2ccc([N+](=O)[O-])cc2)nc2ccccc12,-9.4,i
Cc1cc2c(cc1C)CSC(c1ccc(O)cc1)SC2,-26.3,i
COC(=O)c1ccccc1NC(=O)CN(C)Cc1ccccc1,-23.7,i
O=C(CSc1cc(Cl)ccc1Cl)Nc1ccc(N2CCOCC2)cc1,-1.4,.
NC1=NC(=O)/C(=C/c2cccc(-c3ccc(S(N)(=O)=O)cc3)c2)S1,-5.0,i
O=C(CCn1c(=S)[nH]c2ccccc2c1=O)Nc1cccc(Cl)c1,-2.4,i
Cc1ccccc1C(=O)N1CCC(C(=O)Nc2ccccc2Cl)CC1,-9.0,i
CCCNC(=O)c1nn2cc(Br)cnc2c1Br,8.2,i
Cc1cc(OCC(=O)NNC(=O)c2cccs2)ccc1Br,-3.1,i
Clc1ccc(Nc2ccc3ccccc3n2)cc1,-22.1,i
COc1ccc(/C=C/C(=O)NCC(c2ccc(F)cc2)N2CCOCC2)cc1OC (stereo not given),-0.7,i
Cc1ccn2c(=O)nc(SCC(=O)N3CCCCCC3)nc2c1,-12.7,i
O/N=C/c1ccc2ccccc2c1,-17.9,i
Cc1nccn1CC(=O)N/N=C/c1ccc(O)c(O)c1,-7.6,i
Cc1noc(C)c1COc1cccc(C(=O)Nc2ccc3c(c2)OCO3)c1,-26.5,i
O=[N+]([O-])c1ccc(Cc2ccccn2)cc1,-2.0,.
CCCS(=O)(=O)c1nc(S(=O)(=O)c2ccc(C)cc2)c(NCCCN2CCOCC2)s1,-33.1,i
O=C(NCC(=O)c1ccccc1)OCc1ccc([N+](=O)[O-])cc1,-26.9,i
Cc1ccc(NC(=O)COCC(=O)Nc2ccc(C)cc2)cc1,-2.0,i
CCOC(=O)Nc1ccc2c(c1)ncn2C1CCCCC1,-10.7,i
NS(=O)(=O)c1cc2c(cc1Cl)NC(Cc1ccccc1)NS2(=O)=O (stereo not given),-15.2,i
O=C(CN1CC[n+]2c(-c3cccs3)csc21)c1ccc(Br)cc1,-17.7,i
COC(=O)c1c(C)cc(O)cc1O,-2.5,i
SMILES,OX1R antag,CHT allo act
CS(=O)(=O)c1cccc(C(=O)Oc2ccccc2)c1,-7.8,i
Cc1ccc(S(=O)(=O)N2CCC(c3nc4c(nnn4Cc4ccccc4)c(=O)[nH]3)CC2)cc1,-54.4,i
O=C(NCC(=O)N1CCOCC1)c1ccc(Cl)cc1,18.8,i
COc1ccc(NC(=O)N(C)C[C@H]2Oc3ccc(NC(=O)Nc4c(C)noc4C)cc3C(=O)N([C@H](C)CO)C[C@@H]2C)cc1,-8.4,.
COc1cc(OC)c(NC(=O)c2cc(S(=O)(=O)N3CCOCC3)cn2C)cc1Cl,-14.3,i
O=C(Cn1nc(-c2ccccc2)nc1-c1ccccc1)OC1CCCCC1,-15.2,i
Cc1ccc(N(CCC#N)C(=O)COC(=O)c2cc(C)oc2C)cc1,-16.7,.
CCOc1ccc(Br)cc1S(=O)(=O)N1CCC(C(N)=O)CC1,-6.5,i
CCc1ccc(NC(=O)C2CCCN(S(=O)(=O)c3ccc4c(c3)CC(C)N4C(C)=O)C2)cc1 (stereo not given),-30.5,i
NS(=O)(=O)c1ccc(NC(=O)CSc2cn[nH]n2)cc1,-15.2,i
COc1cccc(C(C(=O)NCc2ccccc2)N(C(=O)c2csnn2)C2CC2)c1 (stereo not given),-21.7,i
O=C(N=Nc1c(O)n(C2OC(=O)c3ccccc32)c2ccccc12)c1ccc(O)cc1 (stereo not given),-5.1,i
Cc1nn(C)c(Oc2ccccc2)c1CCNS(=O)(=O)c1ccc(F)cc1,-20.0,i
COc1ccc(N2C(=O)[C@@H]3[C@H](C2=O)[C@H](C(C)=O)N2c4ccccc4C=C[C@@H]32)cc1,-11.3,i
C#CCN1C(=O)C(O)(CC(=O)/C=C/c2ccco2)c2ccccc21 (stereo not given),-18.6,i
CC(=O)Nc1cc2c(cc1NC(=O)Cn1nnc(-c3ccc(C)o3)n1)OCCO2,-17.8,i
CC1Cc2ccccc2N1C(=O)CSc1nnc2sc3ccccc3n12 (stereo not given),5.2,i
CN1C(=O)c2ccc(C(=O)NCc3ccco3)cc2C1=O,-16.5,i
CC(C)Cc1ccc(C(=O)NCc2ccc3c(c2)OCO3)o1,.,i
OC1CCN(c2ncnc3c2nnn3Cc2c(F)cccc2Cl)CC1,-24.8,i
Cc1[nH]ncc1N=Cc1ccc([N+](=O)[O-])cc1,3.1,i
Cn1ncc(Cl)c1C(=O)N1CCN(S(=O)(=O)c2cccs2)CC1,-20.9,i

# Screens (PubChem)
